GPR35 arrestin U2OS: GPR35 antagonists blocking zaprinast-driven arrestin recruitment, primary screen, imaging, U2OS, beta-arrestin-GFP, zaprinast agonist (AID 2058); one-dose inhibition, % at 10 µM; IC50 in µM for titrated hits; hit rate 0.052% among 290,000; U2OS GPR35 beta-arrestin-GFP translocation imaging, zaprinast antagonism; higher % means a stronger effect;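 active means inhibition of at least 50% with at least 30 cells and total cytoplasm GFP at most 10,000,000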
Siah-1 displacement: blockers of Siah-1 interaction with plectin peptide – biochemical, fluorescence polarization, rhodamine-plectin, uHTS, primary screen (AID 1817). hit rate 0.02% among 290,000. one-dose displacement, % at 20 µM; IC50 in µM for titrated hits. Siah-1 / rhodamine-plectin peptide fluorescence polarization; higher % means a stronger effect;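 active means displacement of at least 50% at 20 µM, with a fluorescence ratio check between 0.3 and a set limit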;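 further: plate controls were Siah plus tracer with DMSO for no effect and tracer alone without Siah for full effect; strong numbers were not always called active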
PhoP inhibition: inhibitors of PhoP regulon expression, primary screen, Salmonella Typhimurium, GFP reporter (AID 1863). S. Typhimurium PhoP-regulated promoter GFP reporter, 4 h; higher % means a stronger effect. hit rate 0.16% among 300,000. inhibition, % at 50 µM; hits with a dose series show IC50 in µM;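 active means inhibition over 29.93%, a cutoff 3 SD above the screen mean, later confirmed by dose response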;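 further: 0% = low Mg2+ inducing control and 100% = high Mg2+ repressing control; strong numbers were not always called active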
NTR1 agonist: agonists of NTR1, primary screen, imaging, U2OS cells, beta-arrestin-GFP, high content (AID 493036) | NTR1-U2OS beta-arrestin-GFP spot imaging, agonist mode | hit rate 0.17% among 330,000 | activation, % at 20 µM | P30989;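 active means activation at or above 40% of the spot to cytoplasm intensity ratio, with at least 20 cells analyzed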;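 further: 0% = DMSO without peptide and 100% = 100 nM NTR1 peptide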
Target sequence (P30989 whole entry, looked up): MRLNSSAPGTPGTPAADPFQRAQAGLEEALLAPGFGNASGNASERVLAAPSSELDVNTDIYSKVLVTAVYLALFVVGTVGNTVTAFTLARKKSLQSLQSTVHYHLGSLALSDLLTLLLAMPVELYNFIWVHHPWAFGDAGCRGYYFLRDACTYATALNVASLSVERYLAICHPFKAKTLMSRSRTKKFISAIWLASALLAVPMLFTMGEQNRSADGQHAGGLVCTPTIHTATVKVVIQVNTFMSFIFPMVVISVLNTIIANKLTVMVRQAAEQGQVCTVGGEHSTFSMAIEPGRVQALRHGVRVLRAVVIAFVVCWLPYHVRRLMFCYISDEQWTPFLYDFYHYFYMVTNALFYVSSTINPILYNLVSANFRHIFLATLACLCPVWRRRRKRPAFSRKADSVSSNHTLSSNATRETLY
HIV fusion peptide: cell-free HIV fusion peptide-binding blockers – biochemical, uHTS, fluorescence dequenching, primary screen (AID 1986); one-dose inhibition, % at 20 µM; IC50 in µM for titrated hits; hit rate 0.3% among 290,000; cell-free peptide binding, fluorescence dequenching, 30 min; higher % means a stronger effect; in the data active means inhibition mostly above about 52%, no sharp cut-off; inactive means mostly below about 76%; further: some results filed as inactive read as strong as hits
GPR55 LPI antagonism: inhibition of LPI-stimulated GPR55 beta-arrestin translocation – imaging, U2OS, beta-arrestin-GFP, LPI agonist, primary screen (AID 2013). U2OS GPR55 beta-arrestin-GFP translocation imaging, LPI antagonism; higher % means a stronger effect. one-dose inhibition, % at 10 µM; IC50 in µM for titrated hits. hit rate 0.13% among 290,000;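 active means spots per cell inhibited over 60%, with over 100 cells counted and total cytoplasm intensity under 500,000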;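 further: U2OS cells stably carrying GPR55 and arrestin-GFP stimulated by 5 µM LPI near EC80; imaged beta-arrestin-GFP aggregate spots per cell after agonist stimulation; plate controls were LPI-stimulated DMSO wells for no effect and DMSO wells without LPI for full effect; some results filed as inactive read as strong as hits; confirmed hits need IC50 under 10 µM and bright autofluorescent wells are also inconclusive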
LYP inhibition: inhibitors of LYP phosphatase, biochemical, fluorescence intensity, uHTS (AID 1779); recombinant LYP phosphatase, fluorescence intensity; higher % means a stronger effect; inhibition, % at 11.5 µM, or IC50 in µM where a hit was titrated; hit rate 0.054% among 290,000; in the data active means inhibition above about 50%;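 further: plate controls were vehicle with enzyme for no effect and no enzyme for full effect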
Myeloid diff 2: compounds promoting myeloid differentiation; AID 624256; calls only at 10 µM; ER-HoxA9 myeloid progenitors, lysozyme-GFP differentiation, flow cytometry; hit rate 1% among 360,000;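 active means normalized GFP-positive differentiation at or above the plate's own cutoff, the solvent-only control mean plus 3 SD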;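 further: cells exposed to compound for four days before flow analysis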
Rac1 GTP hydrolysis: MgcRacGAP GTPase-activating activity inhibitors, confirmation, biochemical, ADP Hunter fluorescence; MgcRacGAP-stimulated Rac1 GTP hydrolysis, ADP Hunter fluorescence; higher % means a stronger effect; GST-tagged Rac1 F28L mutant substrate; AID 624330; hit rate 0.6% among 340,000; inhibition, % at 30 µM; hits with a dose series show IC50 in µM;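 active means first-screen hits whose inhibition reached a set limit at any dose in the follow-up dose series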;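 further: fluorescence reports GDP produced by GAP-driven GTP hydrolysis; strong numbers were not always called active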
NTR1 agonist cell count 20 µM: second read-out of NTR1 agonist, no call of its own (marks repeat the call); cell count; measured here: cell count, cytotoxicity flag
Myeloid diff 2 GFP+ MAC1+ %: further read-out of Myeloid diff 2, marked with its call; GFP+ MAC1+ double positive, %; measured here: differentiation confirmed by MAC1 staining
* marks the source's active call; other numbers are inactive results; i = inactive; . = not tested or not shown.

structure | GPR35 arrestin U2OS | Siah-1 displacement | PhoP inhibition | NTR1 agonist | NTR1 agonist cell count 20 µM | HIV fusion peptide | GPR55 LPI antagonism | LYP inhibition | Myeloid diff 2 | Myeloid diff 2 GFP+ MAC1+ % | Rac1 GTP hydrolysis
Cn1c(SCC(=O)N/N=C/c2ccc([N+](=O)[O-])s2)nnc1-c1ccc(Cl)cc1 | -7% | 28% | -10% | 2.7 | 61 | 12% | 22% | -3% | i | 2.8 | 20%
N#Cc1c(N2C(=O)c3ccc(C(=O)O)cc3C2=O)sc2c1CCCC2 | 3% | 15% | -3% | 1.2 | 82 | 4.7% | -4% | -6% | i | 0.6 | -2%
CCOc1ncccc1C(=O)OCC(=O)NC1CC1 | 6% | 6% | -2% | 2.3 | 68 | 2.3% | 12% | -6% | i | 0.4 | 11%
CCN(CC)S(=O)(=O)c1ccc(NS(=O)(=O)c2ccc3oc(=O)[nH]c3c2)cc1 | -1% | -4% | -4% | 0.2 | 40 | 0.6% | 3% | -2% | i | 0.6 | 1%
CCOCCCn1cnc2c(c1=O)c1nc3ccccc3nc1n2-c1ccc(C)cc1 | -3% | -3% | 8% | 2.7 | 56 | -5.9% | 8% | -1% | i | 0.8 | 6%
CCOC(=O)N1CCN(Cc2cn[nH]c2-c2cccc3ccccc23)CC1 | 5% | 5% | -3% | -1.3 | 56 | 0.0% | 6% | -3% | i | 0.8 | 13%
COc1ccc(C(=O)Nc2cccc(-c3cnc4ccccc4n3)c2)cc1 | 1% | 1% | -1% | 4.2 | 82 | -2.6% | 31% | -4% | i | 0.0 | 4%
CN1C(=O)CC(C(=O)Nc2ccc(F)cc2)SC1=Nc1ccc2c(c1)OCO2 (centres undefined) | 17% | 0% | 8% | -1.4 | 39 | 2.0% | 15% | -2% | i | 3.7 | 7%
O=S(=O)(Nc1cc(S(=O)(=O)N2CCOCC2)ccc1N1CCCC1)c1cccs1 | 1% | 6% | 14% | 1.9 | 35 | -1.2% | 1% | -6% | i | 0.4 | 11%
COCCn1c(=O)[nH]c2cc(C(=O)Nc3nnc(C)s3)ccc21 | -4% | 1% | -3% | -0.5 | 47 | 0.6% | -3% | -5% | i | 0.9 | 3%
CCc1nnc(NC(=O)CSc2nnc(CNC(=O)c3ccc(OC)c(OC)c3)o2)s1 | 15% | 3% | 7% | 3.1 | 40 | 0.1% | 4% | -3% | i | 0.0 | 1%
CCOC(=O)Cc1csc(NC(=S)NC(=O)C(C)(C)C)n1 | -10% | 1% | -6% | 1.7 | 93 | 1.3% | 11% | -4% | i | 0.6 | 1%
Cc1ccc(NC2CCCN(C(=O)c3ccnc(Cl)c3)C2)cc1C (centres undefined) | -2% | 3% | -1% | 1.1 | 54 | -0.7% | -1% | -10% | i | 0.4 | 16%
CC(=O)C1=C(C)N(Cc2ccccc2)C(=O)N[C@H]1c1ccco1 | 3% | 4% | 4% | -3.6 | 83 | 2.3% | 8% | -8% | i | 1.8 | 9%
CCCn1c(=O)[nH]c(=O)c2c1nc(-c1ccc(OC)c(Br)c1)n2CCOC | -3% | 3% | -1% | -0.6 | 56 | 2.6% | -1% | -4% | i | 0.6 | -1%

Following part
structure | GPR35 arrestin U2OS | Siah-1 displacement | PhoP inhibition | NTR1 agonist | NTR1 agonist cell count 20 µM | HIV fusion peptide | GPR55 LPI antagonism | LYP inhibition | Myeloid diff 2 | Myeloid diff 2 GFP+ MAC1+ % | Rac1 GTP hydrolysis
Cc1ccc(-c2cc(-c3ccccc3)nc(N(C)N)n2)cc1 | -18% | 7% | 6% | 8.4 | 61 | -1.1% | 1% | -2% | i | 0.4 | -2%
NC(=O)c1cccnc1Oc1cccc(Cl)c1 | -7% | 2% | -12% | 0.5 | 88 | -0.6% | -6% | -7% | i | 2.7 | 5%
Clc1nc(Cl)nc(-c2cn(-c3ccccc3)c3ccccc23)n1 | 13% | 23% | -14% | -0.4 | 55 | -0.3% | 7% | -8% | . | . | .
COc1ccc(Br)cc1C(=O)Nc1ccc(NC(=O)c2ccco2)cc1 | -4% | -2% | -5% | 6.3 | 44 | -0.6% | -6% | -13% | i | 0.4 | 13%
Cc1onc(-c2ccccc2Cl)c1C(=O)NCc1nc(-c2ccccc2)no1 | 3% | -6% | -4% | 1.4 | 63 | -1.5% | 7% | 4% | i | 1.0 | 6%
O=Cc1cn(-c2ccccc2)nc1-c1cc2c(ccc3ccccc32)oc1=O | 2% | 3% | 6% | 18 | 36 | 1.1% | 6% | 3% | i | 0.6 | 14%
O=C1c2ccccc2C(=O)N1c1cccc(-c2nc3ccccc3o2)c1 | -18% | 2% | -2% | 0.4 | 35 | 1.6% | 14% | -3% | i | 0.8 | 19%

In the list so far, these have two or more sulfur atoms:
structure | GPR35 arrestin U2OS | Siah-1 displacement | PhoP inhibition | NTR1 agonist | NTR1 agonist cell count 20 µM | HIV fusion peptide | GPR55 LPI antagonism | LYP inhibition | Myeloid diff 2 | Myeloid diff 2 GFP+ MAC1+ % | Rac1 GTP hydrolysis
Cn1c(SCC(=O)N/N=C/c2ccc([N+](=O)[O-])s2)nnc1-c1ccc(Cl)cc1 | -7% | 28% | -10% | 2.7 | 61 | 12% | 22% | -3% | i | 2.8 | 20%
CCN(CC)S(=O)(=O)c1ccc(NS(=O)(=O)c2ccc3oc(=O)[nH]c3c2)cc1 | -1% | -4% | -4% | 0.2 | 40 | 0.6% | 3% | -2% | i | 0.6 | 1%
O=S(=O)(Nc1cc(S(=O)(=O)N2CCOCC2)ccc1N1CCCC1)c1cccs1 | 1% | 6% | 14% | 1.9 | 35 | -1.2% | 1% | -6% | i | 0.4 | 11%
CCc1nnc(NC(=O)CSc2nnc(CNC(=O)c3ccc(OC)c(OC)c3)o2)s1 | 15% | 3% | 7% | 3.1 | 40 | 0.1% | 4% | -3% | i | 0.0 | 1%
CCOC(=O)Cc1csc(NC(=S)NC(=O)C(C)(C)C)n1 | -10% | 1% | -6% | 1.7 | 93 | 1.3% | 11% | -4% | i | 0.6 | 1%

Source: PubChem

The order is random; 2.4% or so of the library scored in one or more.
